Compound activity from PubChem BioAssay.
SUMO1 PPI mod = SUMO1-SIM interaction modulation | 0.33% of 360,000 active | inhibition, % at 20 µM | P63165 | SUMO1 binding to a labelled peptide, TR-FRET, 1 h; in the data active = inhibition above about 37%
SKN-1 block = blocks SKN-1 activity in C. elegans; 0.49% of 360,000 active; inhibition, % at 21.8 µM; C. elegans VP596 Pgst-4::GFP/RFP ratio, acrylamide-induced, 24 h;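 active = interference check ratio from 0.5 to 1.5 plus GFP to RFP signal ratio inhibition reaching or exceeding a fixed threshold, cut at about 30% in these data, passing the limit was not always enough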; also: some compounds called inactive have numbers as strong as hits
STEP block = inhibitors of human striatal-enriched phosphatase STEP. recombinant STEP, OMFP fluorogenic substrate, fluorescence. inhibition, % at 20 µM. 0.25% of 360,000 active;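 active = inhibition at 20 µM, scaled per plate between control wells, above about 37%, limit read from the data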;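 also: 0% = DMSO with enzyme and substrate and 100% = substrate only without enzyme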
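material = STEP tyrosine phosphatase | reagent = fluorogenic phosphatase substrate OMFP at 25 µM final | doses = single compound dose of 20 µM, 1% DMSO final | schedule = 20 min reaction, room temperature, in the dark | measured by = fluorescence, 480/540 nm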
Rpn11 inh = Rpn11 (human) deubiquitinase inhibition | O00487 | human 26S proteasome, Ub4-pepOG fluorescence polarization; 20S core pre-blocked with epoxomicin | calls only at 20 µM | 0.59% of 360,000 active | AID 588493;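 active = inhibition at 20 µM, scaled to each plate's controls, above about 33%, limit read from the data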
DNMT1 block = DNMT1 (human) enzyme inhibition. P26358. DNMT1 molecular beacon, Hinp1I cleavage, fluorescence. inhibition (reported as % activation of signal), % at 10 µM. 0.83% of 360,000 active; in the data active = inhibition above about 50%
Target sequence (P26358 504-1616 limits assumed): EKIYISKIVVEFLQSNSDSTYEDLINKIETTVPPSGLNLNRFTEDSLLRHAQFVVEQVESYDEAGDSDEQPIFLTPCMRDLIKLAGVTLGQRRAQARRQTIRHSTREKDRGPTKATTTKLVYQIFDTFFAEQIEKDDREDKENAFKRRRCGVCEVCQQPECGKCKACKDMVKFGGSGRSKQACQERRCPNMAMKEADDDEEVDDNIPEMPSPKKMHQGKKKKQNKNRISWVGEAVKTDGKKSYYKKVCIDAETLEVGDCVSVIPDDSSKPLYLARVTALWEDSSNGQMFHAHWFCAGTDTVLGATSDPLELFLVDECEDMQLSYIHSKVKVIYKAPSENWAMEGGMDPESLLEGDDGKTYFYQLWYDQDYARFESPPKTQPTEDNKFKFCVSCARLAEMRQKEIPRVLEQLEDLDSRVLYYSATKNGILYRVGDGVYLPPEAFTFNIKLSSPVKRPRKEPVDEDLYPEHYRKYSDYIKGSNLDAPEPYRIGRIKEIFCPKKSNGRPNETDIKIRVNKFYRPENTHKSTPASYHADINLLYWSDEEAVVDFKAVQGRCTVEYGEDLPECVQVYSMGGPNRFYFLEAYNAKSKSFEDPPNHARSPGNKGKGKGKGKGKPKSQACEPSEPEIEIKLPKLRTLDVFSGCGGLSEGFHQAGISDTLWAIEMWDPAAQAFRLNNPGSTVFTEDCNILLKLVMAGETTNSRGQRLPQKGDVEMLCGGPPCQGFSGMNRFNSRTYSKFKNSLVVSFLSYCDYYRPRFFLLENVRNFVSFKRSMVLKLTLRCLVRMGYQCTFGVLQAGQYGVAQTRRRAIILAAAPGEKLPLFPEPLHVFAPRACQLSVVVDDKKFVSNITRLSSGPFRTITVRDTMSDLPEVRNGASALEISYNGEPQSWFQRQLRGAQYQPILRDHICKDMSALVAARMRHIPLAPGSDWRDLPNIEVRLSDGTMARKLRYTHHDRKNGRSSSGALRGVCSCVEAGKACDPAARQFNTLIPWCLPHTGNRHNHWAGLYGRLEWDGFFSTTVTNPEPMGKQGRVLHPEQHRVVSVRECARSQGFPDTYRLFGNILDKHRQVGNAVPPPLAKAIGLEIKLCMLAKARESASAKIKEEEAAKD
Scp1 inh = inhibitors of human Scp-1 phosphatase | 0.88% of 340,000 active | Recombinant Scp1, phosphopeptide, malachite green phosphate absorbance | inhibition, % at 20 µM | AID 493091 | Q9GZU7;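 active = inhibition above about 50% at 20 µM, limit read from the data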;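 also: plate controls were DMSO wells with enzyme for no effect and wells lacking enzyme for full effect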
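Test system: SCP-1 phosphatase catalytic domain, residues 76-261; measured by: colorimetric phosphate reagent with accelerator and stabiliser, absorbance at 630 nm; timing: enzyme reaction 45 min at room temperature, colour 5 min, stabilisation 30 min; also added: Phosphorylated 17-residue peptide substrate; compound dosing: one concentration, 20 µM, with 1.0% DMSO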
LMPTP block = blocks human LMPTP phosphatase | P24666 | 0.22% of 360,000 active | recombinant LMPTP-A, OMFP fluorogenic substrate, fluorescence intensity | inhibition, % at 20 µM;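 active = compounds that cut the enzyme signal by at least half of the control window in the single-dose screen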;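 also: plate controls were DMSO wells with enzyme plus substrate for no effect and substrate without enzyme for full effect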
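test system = LMPTP-A | amount = 0.625 nM LMPTP-A final | reagent = fluorogenic phosphatase substrate OMFP at 400 µM final | incubation = 50 min at room temperature | benchmarks = no-enzyme low control, uninhibited high control | medium = Bis-Tris pH 6.0, DTT, detergent | signal = fluorescence intensity of OMFP turnover product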
NadD inh = NadD (S. aureus) enzyme inhibition | AID 602399 | inhibition, % at 20 µM | purified NadD enzyme, colorimetric absorbance read-out | 0.78% of 360,000 active; in the data active = inhibition above about 26%; also: some compounds past the cut are filed as inactive
NRP1-CendR mod = NRP-1/CendR interaction modulation | O14786 | FAM-RPARPAR peptide binding to NRP-1, fluorescence polarization | inhibition, % at 25 µM | 0.85% of 360,000 active;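 active = inhibition or corrected inhibition above about 18%, plus a signal ratio from 0.5 to 1.5, limit read from the data, passing the limit was not always enough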; also: strong numbers were not always called active
MT1-MMP act inh = MT1-MMP (human) activation inhibition. P50281. HT1080 RFP-PRO-GFP cells, GFP/RFP ratio fluorescence, overnight; percent of plate control window, DMSO zero. GFP/RFP ratio change, % at 20 µM. 0.061% of 360,000 active. AID 651647;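 active = GFP/RFP ratio change of at least 30% with cell ATP level not reduced by more than half and red fluorescence within 50% of control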; also: strong numbers were not always called active
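Assay system: HT1080 cells carrying an RFP-PRO-GFP reporter | Dosing: Single dose of 20 µM compound, 1% DMSO final | Incubation: Cells overnight before dosing, compound overnight, 37 °C, 5% CO2 | Evaluation: GFP/RFP fluorescence ratio | Control set: DMSO and RFP-L50D-GFP cell wells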
* marks the source's active call; other numbers are inactive results; i = inactive; nt = not tested or not shown.

SMILES	SUMO1 PPI mod	SKN-1 block	STEP block	Rpn11 inh	DNMT1 block	Scp1 inh	LMPTP block	NadD inh	NRP1-CendR mod	MT1-MMP act inh
Cc1ccc(CNC(=S)Nc2cc(C(=O)O)ccc2C)cc1	-2	-4	3	i	0	1	0.5	0	4	-2
c1ccc(-c2ccc(CN3CCN(c4ncccn4)CC3)cc2)cc1	0	17	-1	i	-1	-8	-0.5	-7	-3	0
CC1(C)CC(=O)C(C(c2ccc3c(c2)OCO3)C2C(=O)CC(C)(C)CC2=O)C(=O)C1	0	6	2	i	1	nt	0.2	2	6	2
Nn1c(C2CCCCC2)nc2ccccc2c1=O	12	-1	0	i	3	-3	0.2	-2	-7	15
COc1ccccc1N1CCN(C(=O)c2sc3nc(-c4ccccc4)cn3c2C)CC1	4	-3	-1	i	-6	-4	0.7	-4	-4	3
CCNS(=O)(=O)c1ccc2nc(NC(=O)/C=C/c3cc(OC)c(OC)c(OC)c3)sc2c1	4	-1	-3	i	36	-7	-2.0	0	-11	0
CCCc1cc(=O)[nH]c(SCC(=O)N(CC)c2c(N)n(Cc3ccccc3)c(=O)[nH]c2=O)n1	-5	-20	0	i	-2	-1	-1.2	1	-2	0
O=C(CCc1ccccc1)Nc1nc2nc(-c3ccccc3)cc(=O)n2[nH]1	8	-2	22	i	4	-5	-0.6	15	-4	-1
COc1ccc(-c2nc3cc(C)c(Br)c(C)n3c2Cc2ccccc2)cc1OC	2	18	-3	i	-13	nt	3.4	2	-11	1
COCc1cc(C)nc2sc(C(=O)Nc3nccs3)c(N)c12	-21	-5	-2	i	-4	-13	-0.1	5	1	2
COc1ccc(C2=NNC(c3cccnc3)=Nc3ccc(OC)cc32)cc1	-6	11	-2	i	-1	-10	1.0	1	-10	-3
COc1ccccc1C(C)NC(=O)c1ccc(NC(=O)CC2SC(N3CCCC3)=NC2=O)cc1 (stereo not drawn)	-2	-7	3	i	4	-5	-1.4	8	-4	-5
O=C1CCC(C(=O)OCC(=O)Nc2ccc(OC(F)F)cc2)=NN1	-4	29	-1	i	0	nt	0.4	4	0	-2
CCCSc1nc2ccccc2n1CC(=O)O	2	3	0	i	-1	2	-2.1	-5	-3	-8
O=C(NCCN1C(=O)C2C3C=CC(C3)C2C1=O)Nc1ccccc1 (stereo not drawn)	3	14	-1	i	0	2	-1.1	-5	3	10
O=C(NCC1CCCO1)c1ccc2c(c1)N(Cc1ccc(F)cc1)CCS2 (stereo not drawn)	6	3	-1	i	-4	-7	0.4	-4	6	-5
C/C(=N/NS(=O)(=O)c1ccc(C)cc1)c1ccc2c(c1)OCO2	7	0	-2	i	1	-5	0.5	2	9	-1
C[C@@H]1CN([C@H](C)CO)C(=O)CCCn2nncc2CO[C@@H]1CN(C)C(=O)NC1CCCCC1	3	-5	-1	i	6	nt	-1.0	6	2	3
Cc1ccc(C(=O)NNC(=O)C(C)Sc2nc(N)cc(N)n2)cc1 (stereo not drawn)	2	-5	2	i	0	-20	-0.4	1	-4	2
CC(=O)OC(C(=O)N1CCOCC1)c1c(F)cccc1F (stereo not drawn)	-1	4	-2	i	0	3	0.1	-8	-19	-11
CC1CCCCN1CC(=O)NC(c1ccccc1)c1ccccc1 (stereo not drawn)	-1	2	0	i	7	-3	0.2	-6	-5	1
O=C1c2ccccc2C(=O)N1CC1c2ccccc2CCN1C(=O)N1CCOCC1 (stereo not drawn)	-7	14	5	i	0	-15	-2.7	6	13	1
CN1CCN(S(=O)(=O)c2cccc(C(=O)Nc3sccc3C(N)=O)c2)CC1	18	1	1	i	0	3	14	9	4	-2
CSCCC1NC(=O)N(CC(=O)Nc2c(C(C)C)cccc2C(C)C)C1=O (stereo not drawn)	-3	1	0	i	-3	-7	-1.5	0	-12	2
COc1ccc(CC(N)c2csc(Nc3cnccn3)n2)cc1 (stereo not drawn)	3	11	1	i	-2	nt	-2.5	-3	-2	-1
Cc1cccc(Cn2cnc3c(nnn3Cc3ccc(Cl)cc3)c2=O)c1	-2	6	-1	i	3	0	0.5	-8	12	-1
CCOC(=O)c1sc2ccccc2c1OC(=O)c1ccccc1OC	-3	0	0	i	-4	-5	2.5	-7	-2	-1
O=C(NCCO)Nc1ccc2nsnc2c1	-16	3	0	i	-4	0	-1.6	-6	-9	-1
COc1ccc(C(=O)OCC(=O)NCC2CCCO2)cc1S(=O)(=O)N1CCCc2ccccc21 (stereo not drawn)	5	-5	-1	i	-5	-7	-0.2	-2	-19	2
CNC(=O)c1c(NC(=O)C2=COCCO2)sc2c1CCCC2	1	-4	1	i	-1	-5	1.9	-8	4	-3
CCOC(=O)CCP(=O)(O)C(O)c1ccc(OC)cc1 (stereo not drawn)	-3	10	-1	i	-1	19	-0.5	4	-3	7
Cc1noc(C)c1COC(=O)CCc1ccc(S(=O)(=O)N2CCCCC2)cc1	-4	-8	0	i	5	-5	1.1	-3	8	4
Nc1ccc(N=Nc2ccccc2Cl)c(N)n1	-46	22	4	i	-4	2	7.2	1	-8	8
N#CCCCN1C(=O)C(=C(C#N)C#N)c2ccccc21	-11	7	-5	i	-11	-1	-1.1	1	-1	-1
COc1ccc(/C=C(\NC(=O)c2ccccc2)C(=O)N/N=C/c2sccc2C)cc1	-9	4	-1	i	-1	-8	0.6	5	1	-8
Cc1cc(=O)[nH]c(NN=C(CC(C)C)CC(C)C)n1	1	12	2	i	2	-14	-1.3	-6	2	-1
COC(=O)N(C)c1ccccc1C(=O)N1CCOCC1	-3	11	0	i	-3	3	-0.4	7	-13	2
O=C(c1cc(S(=O)(=O)N2CCOCC2)ccc1F)N1CCc2ccccc21	-3	7	2	i	-3	2	-0.2	-4	0	2
CC(C)(C)NC(=O)C(=O)NN=C1CCCCCCCCCCC1	-1	-11	0	i	-4	-3	-1.1	2	0	2
Cc1ccccc1N1CC(C(=O)Nc2ccncc2)CC1=O (stereo not drawn)	-2	-6	1	i	2	-6	0.3	-1	-8	-3
O=C(NCCCN1CCOCC1)C(=O)N/N=C/c1ccccc1Cl	-5	-7	-1	i	2	-8	-1.9	-2	4	-2
CC1CCC(NC(=O)c2cccc(S(=O)(=O)NCc3ccccc3)c2)CC1 (stereo not drawn)	8	9	2	i	-6	-4	0.0	-8	5	5
O=C(CCC1CCCN(C(=O)c2ccsc2)C1)NCc1ccc(F)c(F)c1 (stereo not drawn)	-3	10	-1	i	-1	-4	-0.6	-4	-2	2
C=CCN(CC=C)Cc1nc(N)nc(Nc2ccccc2C)n1	0	12	-1	i	-7	2	-1.1	4	-4	0
CC(C)[C@H](NC(=O)C1(c2ccccc2)CCN(C(=O)OC(C)(C)C)CC1)C(=O)O	-1	7	0	i	5	0	-0.8	1	6	nt
Cc1cc(N2CCC(C(=O)NCC3CC3)CC2)nc(-c2ccccc2)n1	2	3	1	i	-3	-7	0.5	-3	2	-5
CNC(=O)COC(=O)c1ccccc1NC(=O)c1ccco1	-2	-1	-2	i	10	-4	-1.0	-2	-11	-2
O=C(O)c1nn(CCOc2c(Cl)cccc2Cl)c(=O)c2ccccc12	-3	-13	0	i	-2	-3	0.7	-2	-7	5
O=C(N=C1SC2CS(=O)(=O)CC2N1c1ccc(Br)cc1F)C1CC1 (stereo not drawn)	-1	6	1	i	1	-5	-0.5	4	8	-4
Fc1ccc(C2CC(c3ccc(F)cc3)n3ncnc3N2)cc1 (stereo not drawn)	16	-1	6	i	0	-5	-1.1	-2	5	6
Cc1cc(C)c2cc(CN(CCN(C)C)C(=O)Nc3ccccc3Cl)c(=O)[nH]c2c1	4	2	-2	i	3	-11	-0.9	-10	3	-2
Clc1ccc(N2CCOCC2)nn1	3	2	-4	i	0	-8	-0.9	0	6	1
C=CCn1c(SCC(=O)NCc2ccco2)nnc1C1CCCCC1	-3	1	-2	i	-1	-1	-1.3	2	7	-2
O=[N+]([O-])c1cccc(-c2nnc(CNC3CC3)o2)c1	-22	-1	0	i	3	2	-1.0	-3	17	-2
COCCn1c(-c2ccc(C)cc2)nc2oc3cc(OC)ccc3c(=O)c2c1=O	3	4	-3	i	4	-7	-0.9	-3	10	3

Structures from the list above that have an aryl methoxy group, in the order listed:
SMILES	SUMO1 PPI mod	SKN-1 block	STEP block	Rpn11 inh	DNMT1 block	Scp1 inh	LMPTP block	NadD inh	NRP1-CendR mod	MT1-MMP act inh
COc1ccccc1N1CCN(C(=O)c2sc3nc(-c4ccccc4)cn3c2C)CC1	4	-3	-1	i	-6	-4	0.7	-4	-4	3
CCNS(=O)(=O)c1ccc2nc(NC(=O)/C=C/c3cc(OC)c(OC)c(OC)c3)sc2c1	4	-1	-3	i	36	-7	-2.0	0	-11	0
COc1ccc(-c2nc3cc(C)c(Br)c(C)n3c2Cc2ccccc2)cc1OC	2	18	-3	i	-13	nt	3.4	2	-11	1
COc1ccc(C2=NNC(c3cccnc3)=Nc3ccc(OC)cc32)cc1	-6	11	-2	i	-1	-10	1.0	1	-10	-3
COc1ccccc1C(C)NC(=O)c1ccc(NC(=O)CC2SC(N3CCCC3)=NC2=O)cc1 (stereo not drawn)	-2	-7	3	i	4	-5	-1.4	8	-4	-5
COc1ccc(CC(N)c2csc(Nc3cnccn3)n2)cc1 (stereo not drawn)	3	11	1	i	-2	nt	-2.5	-3	-2	-1
CCOC(=O)c1sc2ccccc2c1OC(=O)c1ccccc1OC	-3	0	0	i	-4	-5	2.5	-7	-2	-1
COc1ccc(C(=O)OCC(=O)NCC2CCCO2)cc1S(=O)(=O)N1CCCc2ccccc21 (stereo not drawn)	5	-5	-1	i	-5	-7	-0.2	-2	-19	2
CCOC(=O)CCP(=O)(O)C(O)c1ccc(OC)cc1 (stereo not drawn)	-3	10	-1	i	-1	19	-0.5	4	-3	7
COc1ccc(/C=C(\NC(=O)c2ccccc2)C(=O)N/N=C/c2sccc2C)cc1	-9	4	-1	i	-1	-8	0.6	5	1	-8
COCCn1c(-c2ccc(C)cc2)nc2oc3cc(OC)ccc3c(=O)c2c1=O	3	4	-3	i	4	-7	-0.9	-3	10	3
